Screening data from PubChem BioAssay.
GPR35 antagonists: GPR35 antagonists blocking zaprinast-driven arrestin recruitment, primary screen, imaging, U2OS, beta-arrestin-GFP, zaprinast agonist (AID 2058) | U2OS GPR35 beta-arrestin-GFP translocation imaging, zaprinast antagonism; higher % means a stronger effect | inhibition, % at 10 µM; hits with a dose series show IC50 in µM | 290,000 compounds, 0.052% hits;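 active means inhibition of at least 50% with at least 30 cells and total cytoplasm GFP at most 10,000,000; inconclusive means under 30 cells or total GFP of 10,000,000 plus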
T cell HTS: T cell immune modulators affecting CD8 T cell-vesicle binding; 2C CD8+ T cell-vesicle binding, flow cytometry; hits give low values; calls only at 7 µM; 330,000 compounds, 0.068% hits; AID 2052;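 active means response, share of CD8 T cells binding vesicles, and their 90th percentile fluorescence all below set limits, cut at about 80% in these data, passing the limit was not always enough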
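System: murine 2C transgenic CD8+ T lymphocytes; also added: QL9-loaded Drosophila micro-vesicles; times: binding 1.5 h at 37 °C; measured by: flow cytometry, PE anti-B7-1 (FL2) versus Alexa647 anti-CD8 (FL8), PFA-fixed; control set: Peptide-free naked vesicles (low) and QL9 vesicles with 0.7% DMSO vehicle (high)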
NTR1 agonist: agonists of NTR1, primary screen, imaging, U2OS cells, beta-arrestin-GFP, high content (AID 493036); activation, % at 20 µM; NTR1-U2OS beta-arrestin-GFP spot imaging, agonist mode; 330,000 compounds, 0.17% hits;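 active means activation at or above 40% of the spot to cytoplasm intensity ratio, with at least 20 cells analyzed; inconclusive means wells under 20 cells, flagged as cytotoxic or low count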;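 further: 0% = DMSO without peptide and 100% = 100 nM NTR1 peptide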
Target sequence (P30989 whole entry, looked up): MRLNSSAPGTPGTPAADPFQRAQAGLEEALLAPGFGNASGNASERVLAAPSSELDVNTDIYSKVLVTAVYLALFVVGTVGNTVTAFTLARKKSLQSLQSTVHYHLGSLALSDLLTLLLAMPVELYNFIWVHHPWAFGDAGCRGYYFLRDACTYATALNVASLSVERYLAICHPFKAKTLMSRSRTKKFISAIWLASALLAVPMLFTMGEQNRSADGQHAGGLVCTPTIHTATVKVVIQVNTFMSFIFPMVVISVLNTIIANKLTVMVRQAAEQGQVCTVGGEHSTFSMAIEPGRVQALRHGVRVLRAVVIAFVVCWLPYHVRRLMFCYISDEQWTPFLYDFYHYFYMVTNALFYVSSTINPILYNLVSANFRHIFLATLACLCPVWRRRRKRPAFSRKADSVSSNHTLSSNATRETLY
PhoP inhibition: inhibitors of PhoP regulon expression, primary screen, Salmonella Typhimurium, GFP reporter (AID 1863); 300,000 compounds, 0.16% hits; S. Typhimurium PhoP-regulated promoter GFP reporter, 4 h; higher % means a stronger effect; inhibition, % at 50 µM, or IC50 in µM where a hit was titrated;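 active means inhibition over 29.93%, a cutoff 3 SD above the screen mean, later confirmed by dose response; inconclusive means inhibition over 29.93% but no dose response follow-up; inactive means inhibition at most 29.93% or unconfirmed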;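 further: 0% = low Mg2+ inducing control and 100% = high Mg2+ repressing control; strong numbers were not always called active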
KOR beta-arrestin-1: KOR antagonists, beta-arrestin recruitment, cell-based, luminescence, uHTS (AID 1778); KOR beta-arrestin recruitment, luminescence, antagonist mode; higher % means a stronger effect; inhibition, % at 10 µM, or IC50 in µM where a hit was titrated; 290,000 compounds, 0.091% hits; in the data active means inhibition above about 50%; further: strong numbers were not always called active
KOR beta-arrestin-2: KOR agonists, beta-arrestin recruitment, primary screen, cell-based, luminescence, uHTS (AID 1777). 280,000 compounds, 0.02% hits. one-dose activation, % at 10 µM; EC50 in µM for titrated hits. KOR beta-arrestin recruitment, luminescence; higher % means a stronger effect; in the data active means activation above about 50%, passing the limit was not always enough; further: a part of the inactive calls stands beside numbers as strong as those of hits
GPR55 activation: GPR55 agonists via beta-arrestin recruitment, primary screen, imaging, U2OS cells, beta-arrestin-GFP redistribution (AID 1961). U2OS GPR55 beta-arrestin-GFP redistribution imaging; higher % means a stronger effect. one-dose activation, % at 10 µM; EC50 in µM for titrated hits. 290,000 compounds, 0.048% hits;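 active means activation above 40% with more than 50 cells counted in the well; inconclusive means wells holding fewer than 50 cells, flagged as toxic or sparse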;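 further: U2OS osteosarcoma cells stably expressing GPR55 and beta-arrestin-GFP; plate controls were DMSO negative control for no effect and LPI positive control for full effect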
GPR55 LPI antagonism: inhibition of LPI-stimulated GPR55 beta-arrestin translocation – imaging, U2OS, beta-arrestin-GFP, LPI agonist, primary screen (AID 2013); 290,000 compounds, 0.13% hits; U2OS GPR55 beta-arrestin-GFP translocation imaging, LPI antagonism; higher % means a stronger effect; one-dose inhibition, % at 10 µM; IC50 in µM for titrated hits;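 active means spots per cell inhibited over 60%, with over 100 cells counted and total cytoplasm intensity under 500,000; inconclusive means wells with under 100 cells, flagged as likely toxic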;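 further: U2OS cells stably carrying GPR55 and arrestin-GFP stimulated by 5 µM LPI near EC80; imaged beta-arrestin-GFP aggregate spots per cell after agonist stimulation; plate controls were LPI-stimulated DMSO wells for no effect and DMSO wells without LPI for full effect; some results filed as inactive read as strong as hits; confirmed hits need IC50 under 10 µM and bright autofluorescent wells are also inconclusive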
West Nile virus CPE: inhibition of WNV-induced cytopathic effect – cell-based, CPE readout (AID 1621); West Nile virus-infected cells, CPE inhibition; higher % means a stronger effect; CPE inhibition, % at 10 µM, or IC50 in µM where a hit was titrated; 290,000 compounds, 0.02% hits; in the data active means a potency from the dose series; inconclusive means CPE inhibition mostly from about 3.7% at the one dose, without a potency; inactive means the rest, 99 in 100 with CPE inhibition below about 2.2%; further: strong numbers were not always called active
T cell HTS vesicle-bound %: also measured in T cell HTS; calls as there; double positive events, %; measured here: CD8+ vesicle-bound cell fraction;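 binding gate set so that unloaded-vesicle control wells show 10% double positive cells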
NTR1 agonist cell count 20 µM: also measured in NTR1 agonist; calls as there; cell count; measured here: cell count, cytotoxicity flag
* hit, by the source's call; i = inactive; ? = inconclusive; / = not tested or not shown; [ ] = dose if it differs, or a comment.

SMILES	GPR35 antagonists	T cell HTS	T cell HTS vesicle-bound %	NTR1 agonist	NTR1 agonist cell count 20 µM	PhoP inhibition	KOR beta-arrestin-1	KOR beta-arrestin-2	GPR55 activation	GPR55 LPI antagonism	West Nile virus CPE
COc1cc(NC(=O)c2cc([N+](=O)[O-])ccc2NC(=O)CNCc2ccccn2)cc(OC)c1	-2%	i	23	0.1	58	2%	-21%	-1.3%	-0.2%	7%	0.6%
Cc1c(C(=O)N(CCC#N)c2ccccc2)sc2nc3n(c(=O)c12)CCCC3	-9%	i	17	-0.6	75	7%	-22%	-1.8%	-0.1%	-7%	-0.5%
Cc1cccc(/C=C2\Sc3ccc(C(=O)N4CCC(C(N)=O)CC4)cc3N(C)C2=O)c1	-10%	i	22	0.0	67	-4%	-12%	3.1%	-0.2%	-12%	-0.1%
Clc1ccc(N2CCOCC2)nn1	-13%	i	45	-0.2	31	5%	2%	7.3%	-0.3%	12%	-0.2%
COc1ccc(CNC(=O)C(CCSC)NS(=O)(=O)c2ccccc2F)cc1 (centres undefined)	-1%	i	43	0.0	55	1%	-5%	-2.8%	0.0%	0%	-0.4%
Cc1cccc(N2C(=O)C3CC3C2=O)c1 (centres undefined)	-4%	i	47	1.1	67	-6%	10%	-2.3%	-0.2%	3%	-0.3%
Cn1nc(C(C)(C)C)cc1C(=O)Nc1nc2c(s1)C(=O)CC(C)(C)C2	-9%	i	23	3.1	46	2%	0%	3.1%	-0.3%	2%	0.4%
Cc1ccc(NC(=O)CSc2ccc3c(c2)OCCO3)c(O)c1	-1%	i	14	0.2	66	0%	-1%	-1.7%	0.0%	10%	0.1%
COc1ccc(CNC2c3ccccc3-c3ccccc32)cc1OC	-7%	i	41	1.9	51	4%	-11%	-1.9%	-0.2%	2%	-0.8%
COc1ccccc1CN1CC(C(=O)N(Cc2cnn(C)c2)C(C)C)CCC1=O (centres undefined)	21%	i	14	-1.7	56	-2%	8%	8.9%	-0.1%	16%	0.1%
CN(Cc1ccccc1F)C(=O)CNC(=O)Cc1cccc2ccccc12	-5%	i	68	1.6	53	-6%	0%	-5.0%	0.0%	5%	-0.3%
Cc1cc2occ(CC(=O)O)c2cc1C	0%	i	54	-1.6	64	5%	7%	-4.9%	0.0%	-3%	0.0%
COc1cc(CN2CCN(C(O)(c3ccccc3)c3ccccc3)CC2)cc(OC)c1OC	0%	i	18	0.7	55	-3%	-108%[20 µM]	3.1%	-0.1%	19%	-1.3%
Cn1c(=O)c2c(nc(CN3CCN(C(=O)c4ccco4)CC3)n2CC(=O)C(C)(C)C)n(C)c1=O	12%	i	30	4.4	35	0%	-10%	-5.3%	-0.1%	11%	-0.1%
CCO[C@H]1OC(C(=O)N2CCOCC2)=C[C@@H](C)[C@@H]1CCCO	10%	i	3	0.0	94	3%	-24%	1.3%	0.5%	0%	0.7%
CCOCCCNC(=O)CN1C(=O)/C(=C/c2ccccc2C)Sc2ccccc21	-8%	i	64	-0.1	75	-8%	-8%	-0.1%	-0.4%	7%	-1.3%
O=C(Nc1ccccc1)Nc1nnc(/C=C/c2ccccc2Cl)s1	4%	i	43	5.8	71	0%	-10%	1.0%	-0.2%	-7%	?
COc1cc(Br)cc2cc(C(=O)NCC3CCCO3)c(=O)oc12 (centres undefined)	11%	i	13	2.5	93	-8%	-35%	16%	0.2%	8%	1.6%
C(=C\c1ccccc1)/CSc1nnc(-c2cccnc2)o1	6%	i	46	-0.6	46	24%	-9%	-1.4%	-0.1%	22%	-0.9%
CC(=O)NC(=S)Nc1ccc(S(=O)(=O)N(C)Cc2ccccc2)cc1	3%	i	63	8.1	40	-9%	11%	-1.8%	0.2%	2%	0.2%
Cc1cc(=O)oc2cc(NC(=O)c3c(Cl)cnn3C)ccc12	3%	i	66	0.0	56	-4%	7%	4.0%	0.0%	-25%	-0.1%
COC(=O)c1ccc(NC(=O)COc2ccc([N+](=O)[O-])cc2)cc1	0%	i	13	0.9	56	-3%	-10%	34%	-0.1%	-2%	0.8%
CC(=O)N1CCC(=NNS(=O)(=O)c2cccc([N+](=O)[O-])c2)CC1	15%	/	/	/	/	-3%	-28%	12%	0.2%	8%	0.3%
O=C(NCCCN1CCN(c2ccccc2F)CC1)C1CCC(=O)N1C1CCCCC1 (centres undefined)	9%	i	5	1.2	73	-5%	-37%	6.2%	-0.1%	5%	1.1%
COc1ccc(OC)c(NC(=O)CN(c2ccc(C)cc2)S(=O)(=O)c2c(C)noc2C)c1	5%	i	38	-0.5	49	0%	8%	-1.5%	0.0%	4%	0.7%
Cc1nc(=O)c(-c2ccccc2)c(C)n1-c1ccc(C(=O)O)cc1	-11%	i	14	-2.0	71	10%	-38%	-1.8%	0.3%	0%	0.8%
COC(=O)CC1C(=O)NCCN1C(=S)Nc1ccc(F)cc1 (centres undefined)	-2%	i	44	1.1	51	0%	24%	-0.4%	-0.1%	15%	0.3%
CC12CCC(C(=O)Nc3nccs3)(OC1=O)C2(C)C (centres undefined)	-3%	i	22	-1.1	68	-4%	-5%	0.4%	0.0%	6%	0.3%
O=c1[nH]c(C2CCN(S(=O)(=O)c3ccc([N+](=O)[O-])cc3)CC2)nc2c1nnn2Cc1ccccc1	-6%	i	15	0.6	56	2%	17%	1.7%	-0.2%	-3%	-0.4%
O=C(COc1cc(=O)n2c(n1)SCCC2)c1ccccc1	13%	i	7	7.1	69	8%	3%	-1.2%	1.0%	9%	0.1%
COc1ccc(NC(=S)NCCc2ccc(Cl)cc2)c(OC)c1	16%	i	66	-1.1	44	-6%	-23%	1.5%	-0.1%	10%	-0.3%
N#Cc1cccc(S(=O)(=O)Nc2c(NC3CCCCC3)c3ccccc3oc2=O)c1	-5%	i	6	1.1	61	-9%	0%	0.1%	0.3%	5%	1.1%
Cc1cccc(OC2(c3ccccc3)OC(=O)c3ccccc32)c1C (centres undefined)	0%	/	/	2.8	70	6%	-5%	0.6%	-0.1%	19%	0.9%
CC(=O)NC(CC(=O)Nc1nc(-c2ccc(N(C)S(C)(=O)=O)cc2)cs1)c1ccccc1 (centres undefined)	-13%	i	8	2.5	45	11%	-8%	-4.5%	-0.2%	-7%	?
COC(=O)c1cc(-c2ccc(F)cc2)n(-c2ccccc2)n1	-8%	i	24	0.2	66	-9%	-33%	-0.8%	-0.1%	-7%	-0.8%
Cn1cc(CN2CCCC(CO)(Cc3ccccc3)C2)c2ccccc21 (centres undefined)	2%	i	54	0.3	31	4%	-38%	0.5%	-0.1%	25%	-0.6%
CC1=C(C(=O)Nc2ccccc2F)C(c2ccsc2)C2=C(CC(C)(C)CC2=O)N1 (centres undefined)	2%	i	48	-0.5	75	-9%	34%	-1.0%	0.5%	0%	-0.8%
O=C(c1ccc(F)cc1)N1CCCC(C(=O)N2CCCCC2)C1 (centres undefined)	1%	i	20	0.6	83	11%	25%	-3.7%	-0.2%	4%	0.1%
O=C(NCc1ccccc1)/C(=N\O)c1ccccc1	4%	i	39	-2.8	93	6%	6%	0.4%	0.4%	0%	0.2%
O=c1[nH]c(Nc2ccc3c(c2)OCCO3)nnc1Cc1ccc(Cl)cc1	-6%	i	45	1.1	30	1%	16%	-1.0%	-0.2%	12%	-0.7%
O=C(NCc1cccc(Br)c1)C1CC(c2ccccc2[N+](=O)[O-])=NO1 (centres undefined)	/	i	10	2.4	107	9%	/	/	/	/	-0.1%
CC(C)(C)c1cc(NC(=O)c2ccco2)n(-c2ccccc2)n1	-14%	i	51	-0.1	45	-1%	-26%	0.5%	-0.1%	-6%	-0.3%
Cc1cc(C)n2nc(CNS(=O)(=O)c3ccc([N+](=O)[O-])cc3)nc2n1	0%	i	52	-0.1	62	-11%	24%	-4.3%	-0.1%	0%	0.2%
COc1ccc(C(=O)NC2CCN(C(=S)NCCc3ccccc3)CC2)cc1	-8%	i	45	-1.6	26	-12%	-18%	2.9%	0.2%	15%	-0.5%
CC(=O)N1c2ccc(S(=O)(=O)NCC3CCC(C(=O)NCc4ccc(C)cc4)CC3)cc2CC1C (centres undefined)	-1%	i	28	-0.8	65	-8%	17%	-6.2%	0.2%	15%	-0.4%
C/C=C/Cn1c(SCc2ccc(Cl)cc2)nc2c1c(=O)[nH]c(=O)n2C	7%	i	53	13	55	-4%	-16%	3.2%	-0.2%	10%	1.3%
CCN(CC(=O)Nc1ccc2c(c1)CCC2)Cc1nc2ccccc2c(=O)[nH]1	-4%	i	50	-1.2	86	4%	8%	-0.2%	0.9%	-16%	-0.6%
C#CCOCCOCCOCCNc1nc(N2CCN(C(=O)[C@H](CCCCN)n3cc([C@@H](N)C(C)CC)nn3)CC2)nc(N2CCN(C(=O)[C@H](Cc3ccc(O)cc3)n3cc([C@@H](N)CC(C)C)nn3)CC2)n1 (some centres undefined)	12%	i	41	-6.2	60	2%	4%	5.0%	-0.2%	2%	-0.1%
Cc1cccc(C(=O)C2CCN(S(=O)(=O)c3cccc(C(=O)O)c3)CC2)c1	-13%	/	/	1.6	48	/	-47%	5.9%	0.2%	0%	0.7%
CN(C)c1cc(-c2ccccc2)nc(-c2ccccc2)n1	2%	i	50	0.1	57	1%	-25%[20 µM]	-5.2%	-0.2%	0%	-0.6%

One compound at a time, from the list above:
CN(C)c1cc(-c2ccccc2)nc(-c2ccccc2)n1 is listed with GPR35 antagonists: 2%; T cell HTS: i; T cell HTS vesicle-bound %: 50; NTR1 agonist: 0.1; NTR1 agonist cell count 20 µM: 57; PhoP inhibition: 1%; KOR beta-arrestin-1: -25%[20 µM]; KOR beta-arrestin-2: -5.2%; GPR55 activation: -0.2%; GPR55 LPI antagonism: 0%; West Nile virus CPE: -0.6%
COc1ccc(C(=O)NC2CCN(C(=S)NCCc3ccccc3)CC2)cc1 is listed with GPR35 antagonists: -8%; T cell HTS: i; T cell HTS vesicle-bound %: 45; NTR1 agonist: -1.6; NTR1 agonist cell count 20 µM: 26; PhoP inhibition: -12%; KOR beta-arrestin-1: -18%; KOR beta-arrestin-2: 2.9%; GPR55 activation: 0.2%; GPR55 LPI antagonism: 15%; West Nile virus CPE: -0.5%
